Source: PubChem
EPAC1 agonist – EPAC1 (human) agonism | AID 720707 | O95398 | 360,000 tested, 0.073% active | Potency, µM (highest dose often 154 µM), for inactives: at the top dose activation, most hits filed as activators | EPAC1 agonist qHTS, biochemical assay; response scale: 100% = response to 6.5 mM cAMP; note: nearly all actives have a fitted effect of over 60% in size
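Multi-concentration qHTS readout: loss of Rap1B-bound BODIPY-GDP fluorescence driven by 100 nM EPAC1 with excess GDP (50 uM), monitored kinetically at room temperature; agonist response expressed relative to 6.5 mM cAMP.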
FUS yeast rescue – rescues growth of FUS-expressing yeast. 390,000 tested, 0.24% active. S. cerevisiae FUS-expressing, growth rescue, OD600, 24 h. AID 1347120. Potency, µM (top dose mostly 76.6 µM), inactives show top-dose growth rescue (activation), usual class: activators;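 note: plate controls were DMSO vehicle for no effect and reference control for full effect; nearly all actives have a fitted effect of over 55% in size; some results filed as inactive show a strong effect at the top dose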
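S. cerevisiae expressing FUS from galactose induction served as the toxicity model. Growth after 24hr at 30C, read as absorbance at 600 nm, indicates suppression of toxicity; compounds dosed at several concentrations.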
PTHR1 agonist – agonists of human PTHR1 parathyroid hormone receptor. AID 743266. Potency, µM (titrated, usually from 115 µM), for inactives: at the highest dose activation, most hits filed as activators. Q03431. HEK293 GP2 PTHR1 cells, GloSensor cAMP luminescence, 1 h. 410,000 tested, 0.075% active; note: nearly all actives have a fitted effect of over 55% in size; some results filed as inactive show a strong effect at the top dose; inactives centre near -15; many of its hits are not listed in these tables
Target sequence (Q03431 whole entry, looked up): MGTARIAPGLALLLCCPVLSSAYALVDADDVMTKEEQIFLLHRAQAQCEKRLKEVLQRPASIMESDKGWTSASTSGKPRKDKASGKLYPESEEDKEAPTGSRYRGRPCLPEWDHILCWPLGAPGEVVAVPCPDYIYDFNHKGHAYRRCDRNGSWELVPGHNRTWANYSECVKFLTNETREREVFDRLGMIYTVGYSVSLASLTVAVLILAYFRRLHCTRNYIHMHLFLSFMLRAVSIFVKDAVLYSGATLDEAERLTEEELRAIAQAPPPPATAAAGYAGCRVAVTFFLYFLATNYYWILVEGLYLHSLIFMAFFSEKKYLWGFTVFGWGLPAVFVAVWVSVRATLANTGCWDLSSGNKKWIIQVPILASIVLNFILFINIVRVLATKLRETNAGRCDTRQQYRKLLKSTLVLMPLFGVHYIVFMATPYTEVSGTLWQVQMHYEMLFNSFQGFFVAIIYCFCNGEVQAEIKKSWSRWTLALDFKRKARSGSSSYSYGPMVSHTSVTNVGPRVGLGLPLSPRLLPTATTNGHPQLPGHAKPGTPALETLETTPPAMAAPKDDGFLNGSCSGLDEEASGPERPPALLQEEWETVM
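HEK-293-derived GP2 cells expressing PTHR1 and a GloSensor cAMP reporter, 3,000/well, plated overnight, given luciferin plus IBMX (each 0.5 mM as added) for 1 h at 37 °C, then compound for 1 h at 37 °C. Luminescence was read after 15 min at room temperature.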
EPAC1 antag – antagonists of human EPAC1; O95398; EPAC1 GEF assay, Rap1b-BODIPY-GDP exchange fluorescence; Potency, µM (doses to about 115 µM), without a hit: at the highest dose activity change, negative = inhibition, most hits filed as inhibitors; 360,000 tested, 0.14% active; AID 720709;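 note: plate controls were vehicle for no effect and positive control for full effect; nearly all actives have a fitted effect of over 50% in size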
aSyn rescue – rescues yeast growth from alpha-synuclein toxicity. Potency, µM (series often up to 46.1 µM), without a hit: at the top dose growth rescue (activation), actives largely listed as activators. AID 652106. Yeast expressing alpha-synuclein, growth rescue, BacTiter-Glo, 24 h. 370,000 tested, 0.14% active; note: % of control where 0% means no effect; nearly all actives have a fitted effect of over 65% in size
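Screening used galactose-induced yeast with toxic alpha-synuclein levels, exposed to compound for 24 hr at 30 deg C. Cell growth, read with BacTiter-Glo luminescence, gave the measured signal.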
TDP-43 yeast inh – inhibitors of TDP-43 toxicity in yeast | TDP-43 expressing yeast growth rescue, BacTiter-Glo, 24 h | 410,000 tested, 1.8% active | Potency, µM (series often up to 46.1 µM), inactives show at the highest dose growth rescue (activation), actives largely listed as activators; note: % of control where 0% means no effect; nearly all actives have a fitted effect of over 50% in size
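Galactose-induced TDP-43 yeast, OD600=0.02, compound pinned; 24 hr, 30 deg C; BacTiter-Glo luminescence for growth. Inhibitors of TDP-43 toxicity read as activators.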
EPAC2 antag – blocks human EPAC2 exchange factor. Q8WZA2. EPAC2 GEF exchange of Rap1B-BODIPY-GDP, fluorescence. Potency, µM (series often up to 114 µM), without a hit: at the top dose activity, negative = inhibition, actives largely listed as inhibitors. 360,000 tested, 0.18% active; note: % is set by controls: 0 for no effect and ±100 for the full control effect; nearly all actives have a fitted effect of over 45% in size; many of its hits are not listed in these tables
EPAC2 agonist – activates human EPAC2 exchange factor; Q8WZA2; EPAC2 activation, biochemical qHTS; response scale: 100% = 6.5 mM cAMP response; Potency, µM (titrated, usually from 154 µM), for inactives: top-dose activation, actives largely listed as activators; 360,000 tested, 0.079% active; AID 720711; note: nearly all actives have a fitted effect of over 50% in size
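Fluorescence exchange assay: 100 nM EPAC2 with 250 nM RAP1B-BODIPY-GDP and 50 uM GDP; compounds tested as a concentration-titration series (qHTS). Loss of Rap1-bound BODIPY-GDP fluorescence read at 480/540 nm; data normalized to 6.5 mM cAMP.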
Starred values were filed as active, the others as inactive; i = inactive; u = inconclusive; x = no result given; & = joins results of further samples; [ ] = another dose, or the depositor's remark. Calls come from the whole dose curve; as a rule, active = well fitted curve in the direction sought with a large enough effect; inconclusive = small, poorly fitted or top-dose-only effect, or another doubt; inactive = no such curve, though single readings can be large; an effect the other way counts as inactive or inconclusive. Potency is the fitted concentration of half-maximal effect.

item	Structure	EPAC1 agonist	FUS yeast rescue	PTHR1 agonist	EPAC1 antag	aSyn rescue	TDP-43 yeast inh	EPAC2 antag	EPAC2 agonist
1	O=S(=O)(c1cccc(C(F)(F)F)c1)N1CCC(O)(c2cccnc2)CC1	-3%	-5%	-1%	-3%	22%	5%	-2%	0%
2	O=C(OCc1cn([C@@H]2CN(C(=O)C3CCCCC3)[C@@H](c3ccc(Cl)cc3)C[C@H]2O)nn1)c1ccccc1	-10%	6%	-15%	-8%	4%	0%	-11%	17%
3	CCCCN(C(=O)c1ccc(N2CCCC2=O)cc1)c1c(N)n(CC(C)C)c(=O)[nH]c1=O	11%	x	i	12%	-1%	15%	1%	-18%
4	O=C(CN1CCN(c2ccccc2F)CC1)c1c[nH]c2ccccc12	-5%	21%	i	19%	13%	-14%	6%	-4%
5	Cc1sc2ncn(CC(=O)NCc3ccco3)c(=O)c2c1-c1ccccc1	9%	11%	-4%	-1%	-7%	-7%	-2%	2%
6	CC(C)c1onc(C(=O)N2CCCCCC2)c1[N+](=O)[O-]	1%	-13%	-3%	1%	1%	-5%[0.397 µM]	7%	3%
7	O=C(NC1CCCC1)C1CCCN1C(=O)Oc1ccccc1 (centres undefined)	8%	-40%	-20%	-9%	2%	29%	0%	5%
8	O=C(CCC(=O)Nc1ccccc1Cl)NNC(=S)Nc1ccccc1C(F)(F)F	-5%	x	i	10%	0%	2%	13%	u
9	CCOc1ccccc1NC(=O)CN(c1ccc(OC)c(OC)c1)S(=O)(=O)c1ccc(C)cc1	-4%	38%	i	3%	0%	u	4%	14%
10	Cc1ccc([N+](=O)[O-])cc1NC(=O)Cc1ccc(F)cc1	3%	27%	i	-7%	-19%	1%	17%	0%
11	CCN(C(=O)CSc1nnc(C)c(=O)[nH]1)c1cccc2ccccc12	-12%	9%	-14%	25%	11%[1.84 µM]	-19%	4%	-1%
12	CC(C)NS(=O)(=O)c1ccc(OCC(=O)NCc2ccc3c(c2)OCO3)c(Cl)c1	4%	14%	i	-16%	-1%	10%	-8%	18%
13	CCC1CC(C(=O)Nc2ccccc2)C(=O)O1 (centres undefined)	11%	16%	i	-12%	-1%	-7%	2%	7%
14	CC(=O)c1cc2c(cc1N(C(=O)c1ccco1)C(C(=O)NC1CCCC1)c1ccccc1F)OCO2 (centres undefined)	-2%	-21%	-2%	2%	8%	6%	-3%	-3%
15	O=C(COC(=O)C1CCCC1)Nc1ncc(Cl)cc1Cl	4%	22%	i	-3%	-2%	13%	4%	-1%
16	C(=C/c1nccc2c1[nH]c1ccccc12)/c1ccc2c(c1)OCO2	22%	6%	i	-17%	13%&7%	10µM*	0%	6%
17	CCc1ccc(C(=O)NC(=S)NCc2cccnc2)cc1	-4%	5%	-12%	-2%	0%	12%	-2%	8%
18	NC(=O)CC(NC(=O)Cc1cccc2ccccc12)c1ccc(N2CCc3ccccc3C2)c([N+](=O)[O-])c1 (centres undefined)	-17%	27%	-8%	-3%	-1%	-4%	-6%	2%
19	Cc1[nH]nc2c1C1(CCN(Cc3ccccc3)CC1)C(C#N)=C(N)O2	5%	-3%	i	3%	-9%	0%	-2%	15%
20	COc1ccc2[nH]c3c(c2c1)CCN1C(=O)C(CC(=O)NCCN2CCOCC2)C[C@H](C(=O)N2CCOCC2)[C@@]31CCC1CCCC1 (some centres undefined)	5%	22%	-5%	-4%	1%	15%	-2%	-3%
21	COc1ccc(S(=O)(=O)N2CCC(C(N)=O)(N3CCCCC3)CC2)cc1OC	-1%	6%	-31%[inhibitor]	10%	0%	13%	10%	3%
22	O=C1NC2(CCCCCC2)N=C1c1ccc(F)cc1	-2%	-8%	-21%	4%	-8%	16µM*	5%	-9%
23	CN(C)c1ccc(C=c2c3ccccc3n3c2cc(-c2ccc(Cl)cc2)[n+]3C)cc1	-30%[inhibitor]	x	-28%	0%	-37%[inhibitor]	-41%[inhibitor]	-7%	7%
24	Cc1cccc2cc(C(c3nnnn3CC3CCCO3)N3CCc4ccccc4C3)c(=O)[nH]c12 (centres undefined)	9%	22%	-42%[inhibitor][57.5 µM]	-6%	12%	-28%	-3%	1%
25	CCC[C@@H](CN1CCC[C@H]1CN1C(N)=NC[C@@H]1Cc1ccccc1)N1C[C@@H]([C@H](C)CC)N(CCc2ccc(Cl)c(Cl)c2)C1=N	0%	-7%	-22%	-9%	-11%	-5%	7%	4%
26	C[C@@H]1CN([C@@H](C)CO)C(=O)c2cc(C#Cc3ccccc3)cnc2O[C@H]1CN(C)C(=O)c1ccccc1F	-3%	31%	-25%	14%	0%	11%	0%	5%
27	CC1(C(=O)NS(=O)(=O)c2ccc(F)cc2F)CCN1C(=O)C/C=C/c1ccccc1 (centres undefined)	-16%	-12%	i	2%	0%	4%	2%	0%
28	C/C(=C\C(=O)c1ccccc1)Nc1cccc(O)c1	13%	-15%	-37%[inhibitor]	-8%	-13%	-20%	-7%	16%
29	Cc1cc2nc(-c3cccnc3SCC(=O)NC(C)C)[nH]c2cc1C	9%	10%	-24%	-11%	-12%	0%	4%	5%
30	COc1ccc(C(=O)N(CC(=O)NC(C)(C)C)c2ccc3c(c2)OCCO3)cc1OC	-16%	10%	-10%[57.5 µM]	-1%	2%	-13%	6%	1%

Remaining list, next part:
item	Structure	EPAC1 agonist	FUS yeast rescue	PTHR1 agonist	EPAC1 antag	aSyn rescue	TDP-43 yeast inh	EPAC2 antag	EPAC2 agonist
31	COCCNC(=O)c1cccc(C)c1[N+](=O)[O-]	-9%	x	i	0%	2%	0%	5%	3%
32	COc1ccc(OC)c(NC(=O)C2CC(=O)N(c3ccccc3)C2)c1 (centres undefined)	3%	34%	-14%[57.5 µM]	-14%	-6%	-6%	-6%	9%
33	COc1ccsc1C(=O)NCCN1CCOCC1	-7%	7%	i	-26%	-3%	-2%	-7%	4%
34	Cc1[nH]c2ccc(C(=O)OCC(=O)NC3(C#N)CCCCC3)cc2c1C	-2%	4%	i	-14%	-9%	4%	-5%	3%
35	Cc1ccccc1C(=O)N1CCC[C@H]1C(=O)N1CCC[C@H]1C(=O)NCc1ccccn1	14%	-19%	-24%	-4%	-1%	0%	5%	9%
36	CC(NC(=O)c1cc2ccccc2oc1=O)c1ccc(O)cc1 (centres undefined)	5%	16%	-17%	19%	11%	-12%	-2%	10%
37	Cc1c(CN2CCCCC2C)c(=O)n(-c2ccccc2)n1C (centres undefined)	9%	2%	i	5%	9%	-1%	1%	12%
38	O=C(NC1CCCC1)C(c1ccncc1)N(CC1CCCO1)C(=O)Cn1nnc(-c2cccs2)n1 (centres undefined)	7%	41%	0%[57.5 µM]	-4%	1%	5%	-4%	9%
39	CN(C)c1ccc(C2N(c3ccc(Cl)cc3)C(=O)C3CCCN32)cc1 (centres undefined)	2%	-4%	20%	-16%	3%	1%	9%	1%
40	CC(C)CNC(=O)C1(C)CCCN1C(=O)c1cccnc1 (centres undefined)	-19%	-35%	i	-9%	-4%	-1%	-6%	11%
41	CC1(c2cccc(Br)c2)NC(=O)N(CC(=O)Nc2ccc3c(c2)OCCO3)C1=O (centres undefined)	-3%	9%	-23%	7%	-5%	0%	3%	10%
42	CCOC(=O)[C@H]1O[C@@H]1C(=O)N[C@@H](CC(C)C)C(=O)NCCC(C)C	-14%	-16%	i	-15%	0%	-6%	-27%	-1%
43	CN(C)Cc1c(C(=O)N/N=C/c2ccccc2OCc2c(F)cccc2Cl)nnn1-c1nonc1N	17%	-8%	i	-25%	6%	-6%	-16%	11%
44	CCC(CC)NC(=O)Cn1c(C(C)NC(C)=O)nc2ccccc21 (centres undefined)	-1%	-22%	-26%	12%	7%	1%	12%	7%
45	O=C(Cn1cnc([N+](=O)[O-])c1)Nc1ccccc1C(F)(F)F	11%	-6%	i	-7%	10%	-22%	2%	4%
46	CCc1ccc(NC2=CC(=O)CC(c3ccco3)C2)cc1 (centres undefined)	8%	27%	i	-1%	-8%	u	-3%	7%
47	Cc1cc(C)cc(NC(=O)c2ccc3nc[nH]c3c2)c1	-7%	-15%	i	-12%	-9%	2%	-13%[57.1 µM]	-3%
48	CCn1cc(S(=O)(=O)CC(=O)Nc2ccc3c(c2)OCO3)c2ccccc21	-14%	-5%	i	0%	1%	-8%	0%	6%
49	CCOC(=O)Cn1c2ccccc2c2nc(C)sc21	-3%	3%	i	8%	-1%	11%	0%	-5%
50	CCOc1ccc(NC(=O)CCNS(=O)(=O)c2cccc3nsnc23)cc1	-1%	-4%&10%	-11%	0%	1%	2%&14%	-2%	5%
51	COc1ccccc1C1CCN(Cc2cccc([N+](=O)[O-])c2)CC1	1%	9%	-23%	-4%	6%	13%	-12%	16%
52	Cc1cc(S(=O)(=O)N2CCCC2)c(C)s1	-3%	-9%	i	3%	3%	13%	13%	2%
53	CC(=O)c1c(C)[nH]c(C(=O)Nc2ccc(C)cc2Br)c1C	8%	2%	-15%	6%	-5%	4%	0%	-13%
54	O=C(CCCN1C(=O)/C(=C\c2ccco2)SC1=S)Nc1cccc2ccccc12	7%	30%	i	-6%	-4%	2%	-4%	1%
55	COc1ccc(OC)c(NS(=O)(=O)c2cc3c(cc2Cl)N(C(C)=O)CCO3)c1	x	26%	-53%[inhibitor]	x	u	-2%	x	x
56	Cc1cc(C(=O)CSc2ncn[nH]2)c(C)n1-c1cccc(S(=O)(=O)N2CCOCC2)c1	-5%	30%	-15%	-4%	1%	8%	8%	-5%
57	CCCC(/C=C/c1ccc(OC(C)=O)cc1)=C1/c2ccccc2C(=O)N1c1ccccc1	-3%	38%	-83%[inhibitor]	-9%	15%	-1%	-12%	-3%
58	CCc1ccc(N2CC(C(=O)OCC(=O)NNC(=O)c3ccccc3)CC2=O)cc1 (centres undefined)	-6%	-15%	i	5%	0%	12%	-2%	0%
59	CCOc1ccccc1C(=O)Nc1nnc(SCC(=O)N2CCCC2)s1	9%	-30%	-18%	8%	-12%	u	-19%	7%

A different layout for some results above:
Each structure is followed by: EPAC1 agonist	FUS yeast rescue	PTHR1 agonist	EPAC1 antag	aSyn rescue	TDP-43 yeast inh	EPAC2 antag	EPAC2 agonist
46: CCc1ccc(NC2=CC(=O)CC(c3ccco3)C2)cc1 (centres undefined)
→ 8%	27%	i	-1%	-8%	u	-3%	7%
47: Cc1cc(C)cc(NC(=O)c2ccc3nc[nH]c3c2)c1
→ -7%	-15%	i	-12%	-9%	2%	-13%[57.1 µM]	-3%
48: CCn1cc(S(=O)(=O)CC(=O)Nc2ccc3c(c2)OCO3)c2ccccc21
→ -14%	-5%	i	0%	1%	-8%	0%	6%

The list is partial. The share of hits here may be higher or lower than overall.
